HTR5A inv ctr: counter-screen for OPRM1-OPRD1 inverse agonists: human HTR5A inverse agonism; actives 0.083% (n = 340,000); P47898; HTR5A cell line, luminescence; inhibition, % at 9.3 µM; AID 504634; in the data active = inhibition mostly above about 23%, no sharp cut-off; inactive = mostly below about 18%;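 note: 0% = cells with DMSO and 100% = no-cell wells with DMSO; some compounds called inactive have numbers as strong as hits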
Target sequence (P47898 whole entry, looked up): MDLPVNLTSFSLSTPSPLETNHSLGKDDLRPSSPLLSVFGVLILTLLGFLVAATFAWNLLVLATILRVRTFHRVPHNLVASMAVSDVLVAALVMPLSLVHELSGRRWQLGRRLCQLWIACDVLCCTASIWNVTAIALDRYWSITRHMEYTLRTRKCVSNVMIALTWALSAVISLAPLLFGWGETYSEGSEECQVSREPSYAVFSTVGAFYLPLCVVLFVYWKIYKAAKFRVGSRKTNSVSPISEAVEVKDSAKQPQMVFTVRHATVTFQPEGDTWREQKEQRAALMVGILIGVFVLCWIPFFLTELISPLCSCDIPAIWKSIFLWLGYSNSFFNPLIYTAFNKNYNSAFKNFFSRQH
Arr AP2 block: human beta-arrestin and AP2 interaction inhibition; inhibition, % at 10 µM; actives 0.31% (n = 340,000); FITC-arrestin peptide / GST-AP2 beads, flow cytometry; AP2 beta2 appendage carries R879A mutation;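 active = inhibition above a set limit, near 3 SD of compounds lacking own fluorescence, cut at about 54% in these data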;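 note: plate controls were DMSO wells for no effect and 5 µM unlabelled arrestin peptide for full effect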
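system = GST-tagged AP2 beta2-adaptin appendage (R879A) on 4 µm glutathione beads | reagent = FITC-labelled arrestin peptide probe, 50 nM final | schedule = compound with beads 12 min RT, then probe 1 h RT | signal = HyperCyt-sampled flow cytometry, FL1 channel, ex 488/em 535 nm | read-out = percent response from loss of bead-bound FITC fluorescence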
MOR-DOR ag: OPRM1-OPRD1 heterodimerization agonism | P35372+P41143 | cells, luminescence | activation, % at 9.3 µM | actives 0.3% (n = 340,000) | AID 504326; in the data active = activation above about 18%;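 note: 0% = vehicle-treated cells and 100% = reference agonist; values of inactives mirror those of a sister screen read the other way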
V-ATPase pH: regulators of yeast V-ATPase proton transport. response, % at 10 µM. S. cerevisiae, pHLuorin cytosolic pH fluorescence. actives 0.37% (n = 350,000); in the data active = response mostly above about 7.3%, no sharp cut-off; inactive = mostly below about 5.4%; note: actives read high; inactives centre near 0; some compounds called inactive have numbers as strong as hits; reference of the scale not given here
PKA-R2B act: PKA-R2B complex activation; actives 0.079% (n = 340,000); PKA-R2B holoenzyme dissociation, Cy5-IP20 fluorescence polarization; R2B truncated from residue 108, S112A mutant; 0% DMSO only, 100% 113 µM cGMP; activation, % at 11.4 µM; AID 504700;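 active = activation above a cutoff set at the mean over all compounds plus 3 SD, cut at about 18% in these data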;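 note: higher means more holoenzyme dissociation and a rise in polarization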
HTR5A ag ctr: HTR5A agonism, opioid heterodimer counter-screen; activation, % at 9.3 µM; P47898; HTR5A agonist assay, luminescence, cell-based; actives 0.61% (n = 340,000); in the data active = activation mostly above about 9.5%, no sharp cut-off; inactive = mostly below about 7.6%;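 note: 0% = cells with vehicle only and 100% = reference agonist; strong numbers were not always called active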
DAGLB inhibitor: diacylglycerol lipase beta (human) inhibition; Q8NCG7; HEK293T DAGLB membrane lysate, EnzChek fluorogenic substrate; inhibition, % at 5.17 µM; actives 0.059% (n = 340,000); AID 504411; in the data active = inhibition above about 34%;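 note: 0% = enzyme with vehicle and 100% = wells lacking enzyme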
Target sequence (Q8NCG7 whole entry, looked up): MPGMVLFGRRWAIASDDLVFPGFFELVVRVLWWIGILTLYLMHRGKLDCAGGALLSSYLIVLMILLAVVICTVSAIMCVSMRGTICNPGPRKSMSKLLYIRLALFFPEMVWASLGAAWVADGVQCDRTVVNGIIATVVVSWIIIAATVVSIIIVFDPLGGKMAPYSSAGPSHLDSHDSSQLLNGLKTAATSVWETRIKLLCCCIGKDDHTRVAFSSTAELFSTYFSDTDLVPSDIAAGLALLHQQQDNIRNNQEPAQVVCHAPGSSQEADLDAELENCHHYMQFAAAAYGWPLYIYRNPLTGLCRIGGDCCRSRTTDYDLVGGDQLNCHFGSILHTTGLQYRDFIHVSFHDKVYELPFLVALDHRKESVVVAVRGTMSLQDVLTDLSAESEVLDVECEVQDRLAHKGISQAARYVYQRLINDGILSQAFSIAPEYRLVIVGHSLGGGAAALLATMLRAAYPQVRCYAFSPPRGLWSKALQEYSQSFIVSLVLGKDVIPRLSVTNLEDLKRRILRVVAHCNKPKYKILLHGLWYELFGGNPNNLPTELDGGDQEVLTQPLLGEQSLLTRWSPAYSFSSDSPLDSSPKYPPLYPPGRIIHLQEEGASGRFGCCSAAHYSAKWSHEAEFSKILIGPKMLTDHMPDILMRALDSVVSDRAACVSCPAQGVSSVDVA
OPRM1-OPRD1 inv: mu-delta opioid heterodimer inverse agonism; P35372+P41143; cell-based MOR-DOR heterodimer luminescence; inhibition, % at 9.3 µM; actives 0.21% (n = 340,000); AID 504357; in the data active = inhibition above about 22%, passing the limit was not always enough;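 note: 0% = cells with DMSO and 100% = wells without cells with DMSO; values of inactives mirror those of a sister screen read the other way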
DSG3 Ab inh: inhibitors of pemphigus antibody binding to human desmoglein-3; DSG3-coupled beads, scFv-anti-DSG3-GFP binding, flow cytometry; hits give low values; AID 588358; actives 0.48% (n = 310,000); binding (percent of control), % at 10 µM;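 active = binding more than 3 SD below its plate's average and above zero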;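 note: hits lower antibody fragment binding to DSG3; some compounds called inactive have numbers as strong as hits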
PKA-R1A activ: activators of PKA-R1A complex; actives 0.083% (n = 340,000); P00514+P68181; activation, % at 11.4 µM; PKA-R1A dissociation, Cy5-IP20 fluorescence polarization; scaled: DMSO 0%, 113 µM cGMP 100%;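 active = percent activation above the mean of all tested compounds plus 3 SD, cut at about 19% in these data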;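 note: higher means more PKAc released from R1A so a rise in polarization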
Starred values were filed as active, the others as inactive; . = no result given.

| no. | SMILES | HTR5A inv ctr | Arr AP2 block | MOR-DOR ag | V-ATPase pH | PKA-R2B act | HTR5A ag ctr | DAGLB inhibitor | OPRM1-OPRD1 inv | DSG3 Ab inh | PKA-R1A activ |
| --- | --- | --- | --- | --- | --- | --- | --- | --- | --- | --- | --- |
| 1 | Cc1ccc2nc(SCC(=O)Nc3ccc(F)cc3)nc(=O)n2c1 | 0 | 6 | -2.0 | 7 | -3 | 0 | -2 | 10 | 101 | 7 |
| 2 | CCN1CCCC1Cn1cnc2c([nH]c3cccc(Cl)c32)c1=O (configuration not stated) | 1 | 26 | -3.1 | 0 | 6 | 0 | 1 | 18 | 110 | -4 |
| 3 | Cc1cccc(CN2C(=O)c3ccccc3Sc3ccc(C(=O)NCCN4CCOCC4)cc32)c1 | 6 | 18 | 0.1 | 6 | 1 | 1 | 1 | 0 | 114 | -5 |
| 4 | Cn1c(=N)n(CC(=O)C(C)(C)C)c2ccccc21 | -15 | 5 | -1.2 | 1 | 7 | 1 | 1 | 5 | 96 | -1 |
| 5 | CCc1nc(SCC(=O)Nc2ccccc2C(=O)OC)n[nH]1 | 2 | 8 | 0.2 | 0 | -1 | -1 | 1 | -1 | 104 | 2 |
| 6 | CCOc1ccc(CCNC(=O)c2cccc(S(=O)(=O)N3CCCCC3)c2)cc1OCC | -6 | -5 | -3.5 | 2 | -17 | 2 | -1 | 18 | 96 | -10 |
| 7 | COc1cccc(/C=C/C(=O)OCC(=O)Nc2ccc(Cl)c(S(=O)(=O)N(C)C)c2)c1OC | 7 | 33 | -0.4 | 0 | 2 | -2 | -4 | 2 | 97 | 0 |
| 8 | CCOC(=O)C(C)CC(C)C(=O)N1CCOCCOCCN(C(=O)C(C)CC(C)C(=O)OCC)CCOCC1 (configuration not stated) | 22 | 10 | -1.1 | -4 | -2 | -8 | -2 | 7 | . | 2 |
| 9 | COc1ccc(N2CCN(C(=O)c3ccc4c(=O)n5c(nc4c3)CCCCC5)CC2)cc1 | 13 | 7 | 1.2 | 3 | 6 | -4 | 2 | -7 | 98 | 5 |
| 10 | COc1ccc(-c2noc(CN(C(=O)c3cccs3)C(C)C)n2)cc1 | -39 | 7 | 0.6 | . | -1 | 6 | -2 | -3 | 102 | -4 |
| 11 | Cc1ccccc1N=C(NOCc1ccc(Cl)cc1Cl)c1nonc1N | -25 | -6 | 3.8 | 2 | -13 | 3 | -8 | -22 | 125 | -7 |
| 12 | COc1cccc(-c2c(C(=O)O)cc(O)c3ccc(OC)cc23)c1 | -11 | -13 | 0.5 | 0 | -1 | 3 | 1 | -2 | . | -3 |
| 13 | CCN=C1SC(C(=O)Nc2ccccc2)CC(=O)N1CC (configuration not stated) | 3 | -6 | 0.2 | 0 | -4 | -1 | -2 | -1 | 92 | -3 |
| 14 | Cc1c(NS(=O)(=O)c2cccc([N+](=O)[O-])c2)c(=O)n(-c2ccccc2)n1C | 1 | 24 | -4.5 | -1 | 0 | 0 | -2 | 20 | 100 | 1 |
| 15 | COc1ccccc1NC(=O)CSc1nnc(C)n1CCc1ccccc1 | -14 | 4 | 0.2 | -4 | -6 | 5 | 1 | -1 | 113 | 0 |
| 16 | Cc1ccc(Nc2nc(-c3sc(N)nc3C)cs2)cc1 | 11 | 3 | 0.2 | 14* | 8 | -1 | 0 | -1 | 98 | 10 |
| 17 | COc1cc(/C=N/Nc2nc(Nc3ccccc3)nc(-n3nc(C)cc3C)n2)cc(OC)c1OC | -9 | 9 | 3.4 | 0 | -9 | 3 | 0 | -24 | 92 | -18 |
| 18 | COc1ccc(N(C=O)C(=S)SC)cc1 | 0 | -7 | -1.2 | 3 | -1 | -4 | 0 | 6 | . | 2 |
| 19 | CC1(c2cccc(N)c2)OCCO1 | . | . | . | 0 | -10 | . | -5 | . | 110 | -6 |
| 20 | O=C(Cc1ccc(F)cc1)N(c1ccccc1)C1C=CS(=O)(=O)C1 (configuration not stated) | -24 | -21 | -2.4 | 1 | -8 | 9 | -1 | 14 | 96 | 3 |
| 21 | O=C(NC(Cc1c[nH]c2ccccc12)C(=O)N/N=C/c1ccc(Cl)cc1)c1cccs1 (configuration not stated) | 3 | 0 | -0.6 | -4 | -9 | -1 | 4 | 3 | 95 | -10 |
| 22 | CC1CCC(NC(=O)CN(C)S(=O)(=O)c2cccc3cccnc23)CC1 (configuration not stated) | -3 | 22 | -2.9 | -2 | -10 | 2 | 1 | 15 | 103 | -12 |
| 23 | CC(C)C[C@@H](NC(=O)C1CCC(CNC(=O)[C@@H]2CCCN2C(=O)OC(C)(C)C)CC1)C(=O)O (some centres not stated) | -8 | 12 | -4.2 | 7 | -2 | 2 | -2 | 19 | 104 | -7 |
| 24 | CC1CCN(c2nc3nonc3nc2Nc2ccc(F)cc2)CC1 | 12 | -3 | 5.4 | 3 | 0 | 2 | -2 | -24 | . | -9 |
| 25 | C1=C[C@H]2CC[C@@H]1N(c1ccccc1)O2 | 1 | -12 | -2.9 | -1 | 2 | 0 | -3 | 14 | 95 | 1 |
| 26 | COc1ccccc1N1CCN(C(=O)c2cccc(N3C(=O)C4C5C=CC(C5)C4C3=O)c2)CC1 (configuration not stated) | 2 | -14 | -1.1 | -24 | 0 | 7 | 2 | 6 | . | -1 |
| 27 | Cc1ccc(NC(=O)COC(=O)Cn2nc(-c3ccc(F)cc3)oc2=O)cc1C | 11 | -12 | -1.1 | -2 | -7 | -3 | -11 | 6 | 120 | -12 |
| 28 | CC1(c2nnc(-c3ccncc3)o2)CC(c2c(Cl)cccc2Cl)=NO1 (configuration not stated) | -1 | 1 | -1.0 | -1 | -8 | -1 | -2 | 5 | 104 | -5 |
| 29 | CCN1C(=NCCOC)N[C@@H](c2cccs2)C(C(=O)OC)=C1C | 4 | 10 | -0.8 | -8 | -7 | -5 | 0 | 5 | 102 | 8 |
| 30 | CN1CCN(S(=O)(=O)NC[C@H]2O[C@@H](n3cnc4c(N)ncnc43)[C@H](O)[C@@H]2O)CC1 | 3 | -3 | -2.1 | 3 | -6 | -1 | -3 | 11 | 107 | -3 |
| 31 | Cc1ccc2nc(-c3cccnc3)oc2c1 | 4 | 4 | 0.5 | 0 | -12 | 1 | 1 | -3 | . | -6 |
| 32 | CCS(=O)(=O)N1CCC(N2CCC(C)CC2)CC1 | -9 | 23 | -2.1 | 1 | 2 | 3 | -3 | 10 | 89 | -6 |
| 33 | CCOC(=O)N1CCN(CC(O)COc2ccc3c(c2)CCC3)CC1 (configuration not stated) | 2 | 3 | -2.0 | -4 | 0 | 5 | -1 | 10 | 108 | -12 |
| 34 | COc1ccc(Cl)cc1Nc1ncnc2sc(C)c(S(=O)(=O)N3CCC(C)CC3)c12 | -2 | 9 | 0.2 | -3 | -1 | 1 | 2 | -1 | 101 | -2 |
| 35 | O=C1c2ccc(Br)cc2C(=O)N1c1ccc(Cc2ccncc2)cc1 | -1 | 17 | 1.0 | -2 | 2 | 4 | -1 | -5 | 93 | 1 |
| 36 | COc1ccc(C(=O)NC2=NCCS2)cc1S(=O)(=O)N1CCCCC1C (configuration not stated) | -8 | 30 | -1.9 | 2 | -3 | 3 | 2 | 10 | 102 | 4 |
| 37 | CCOc1ccc2[nH]c(=O)c(=O)[nH]c2c1 | -14 | 0 | 0.2 | 4 | 7 | 5 | 2 | -1 | 104 | 12 |
| 38 | N#CCCn1cc(/C=N/NC(N)=S)c(-c2ccccc2)n1 | 17 | 27 | -2.0 | 2 | 2 | 2 | 1 | 10 | 108 | -3 |
| 39 | CCN(CC)C(=O)C1=C(C)N(Cc2ccc(F)cc2)C(=O)C(CC(=O)NCCN2CCOCC2)C1 (configuration not stated) | . | . | . | 0 | -2 | . | -2 | . | . | 7 |
| 40 | CCCCn1c(=O)[nH]c(=O)c2c1nc(-c1ccc(C(F)(F)F)cc1)n2C | 5 | 11 | -1.4 | 1 | -3 | -3 | 1 | 7 | 119 | -4 |
| 41 | CCN1C(=O)CC(NNC(=O)c2ccccc2)C1=O (configuration not stated) | 2 | 25 | -2.0 | -1 | -3 | 6 | 1 | 10 | . | 0 |
| 42 | Cc1cc(C)n2nc(SCC(=O)NC(=O)c3ccc(OC(F)F)cc3)nc2n1 | 4 | 3 | -1.5 | 0 | -4 | 1 | 0 | 6 | . | -7 |
| 43 | CC(C)c1ccc(CCNC(=O)CSC(=S)N2CCCC2)cc1 | 0 | 21 | 0.3 | -1 | -3 | 0 | -6 | -2 | 97 | 8 |
| 44 | CN(Cc1ccccn1)Cc1cn(Cc2ccccc2)nc1-c1ccc2c(c1)OCO2 | -1 | -27 | -3.0 | -1 | 1 | 0 | -5 | 14 | 97 | -2 |
| 45 | Cc1csc(SC(C)C(=O)Nc2ccc3c(c2)OCCO3)n1 (configuration not stated) | 10 | 38 | -0.8 | -1 | 0 | 4 | 0 | 4 | 106 | -4 |
| 46 | O=C(Nc1cccc(S(=O)(=O)NC2=NCCC2)c1)c1ccc(F)cc1 | 9 | -13 | -1.9 | -3 | -6 | 4 | 1 | 7 | . | 9 |
| 47 | Cn1nnnc1SCCNCc1ccccc1OCc1ccccc1Cl | -3 | -22 | -1.1 | -2 | -6 | 1 | -1 | 6 | 100 | -2 |
| 48 | Oc1cccc(C=NCc2ccccc2)c1 | -13 | 6 | -2.3 | 2 | 12 | 3 | 2 | 12 | 104 | 4 |
| 49 | Cc1cc(C)c(C(=O)O)c(Cl)n1 | -9 | 38 | -0.7 | 3 | 2 | 6 | -2 | 4 | 114 | 3 |
| 50 | CN1CCN(C(CNC(=O)c2ccc(Br)o2)c2ccc(F)cc2)CC1 (configuration not stated) | -18 | -2 | -2.5 | 0 | -4 | 4 | 3 | 13 | 97 | -6 |
| 51 | CC1CCN(C(=S)NC(=O)c2cccs2)CC1 | 10 | -1 | -1.0 | -1 | 2 | -4 | 1 | 6 | 106 | -1 |
| 52 | Cc1cc(NC(=O)Cc2c(F)cccc2Cl)no1 | -2 | 2 | -1.8 | -2 | -10 | 1 | -1 | 10 | 95 | 2 |
| 53 | CCn1c(C)c(C)c2cc(C(=O)NCCCN3CCN(C)CC3)ccc21 | 5 | 23 | -2.1 | 5 | -15 | 0 | 1 | 11 | 117 | 2 |
| 54 | CCC(O)CNC(=O)CCc1nnc(C2(c3ccc(Cl)cc3)CCC2)o1 (configuration not stated) | 1 | 26 | 1.0 | 2 | 4 | 0 | -2 | -5 | 104 | 5 |
| 55 | Cc1cc(C)c(NC(=O)C2CCCN2C(=O)NC2CCCCC2)c(C)c1 (configuration not stated) | -23 | -2 | -1.4 | 0 | 1 | 0 | 1 | 8 | 103 | -7 |
| 56 | Cc1nc2ccccc2n1C1CCN(C(=O)Nc2ccccc2)CC1 | -13 | 18 | 2.5 | 0 | -16 | 1 | -1 | -12 | . | -1 |
| 57 | O=c1cc(CN2CCN(c3ccc(F)cc3)CC2)nc2sccn12 | -20 | 9 | 0.6 | -1 | -26 | 7 | -4 | -3 | 105 | -2 |

2 compounds from above, reduced to OPRM1-OPRD1 inv, V-ATPase pH and DSG3 Ab inh:
item	Structure	OPRM1-OPRD1 inv	V-ATPase pH	DSG3 Ab inh
57	O=c1cc(CN2CCN(c3ccc(F)cc3)CC2)nc2sccn12	-3	-1	105
7	COc1cccc(/C=C/C(=O)OCC(=O)Nc2ccc(Cl)c(S(=O)(=O)N(C)C)c2)c1OC	2	0	97
